Assay outcomes: PubChem, National Center for Advancing Translational Sciences (NCATS)
PTHR1 ag – qHTS for PTHR1 Agonists: Primary Screen | Parathyroid hormone/parathyroid hormone-related peptide receptor (Homo sapiens), Q03431 | HEK293 GP2 PTHR1 cells, GloSensor cAMP luminescence, 1 h | Potency, µM (doses to about 115 µM), without a hit: top-dose activation, actives largely listed as activators | 0.075% of 410,000 active; further: potency means the concentration at half of the fitted maximal effect; nearly all actives have a fitted effect of over 55% in size; some results filed as inactive show a strong effect at the top dose; inactives centre near -15; many of its hits are not listed in these tables
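HEK-293-derived GP2 cells expressing PTHR1 and a GloSensor cAMP reporter, 3,000/well, plated overnight, given luciferin plus IBMX (each 0.5 mM as added) for 1 h at 37 °C, then compound for 1 h at 37 °C. Luminescence was read after 15 min at room temperature.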
PI5P4Ka inh – qHTS for Inhibitors of phosphatidylinositol 5-phosphate 4-kinase (PI5P4K); 1.2% of 330,000 active; max response, %; AID 652105, 2013; PI5P4Kalpha enzyme, ADP-Glo luminescence, 60 min; active compounds read low; active means max response of -50% or lower; inconclusive means between -30% and -50%; inactive means -30% or higher; further: value at the top dose of about 77 µM; on the % scale 0 is the no-effect control and ±100 the full control effect
Target sequence (P48426 whole entry, looked up): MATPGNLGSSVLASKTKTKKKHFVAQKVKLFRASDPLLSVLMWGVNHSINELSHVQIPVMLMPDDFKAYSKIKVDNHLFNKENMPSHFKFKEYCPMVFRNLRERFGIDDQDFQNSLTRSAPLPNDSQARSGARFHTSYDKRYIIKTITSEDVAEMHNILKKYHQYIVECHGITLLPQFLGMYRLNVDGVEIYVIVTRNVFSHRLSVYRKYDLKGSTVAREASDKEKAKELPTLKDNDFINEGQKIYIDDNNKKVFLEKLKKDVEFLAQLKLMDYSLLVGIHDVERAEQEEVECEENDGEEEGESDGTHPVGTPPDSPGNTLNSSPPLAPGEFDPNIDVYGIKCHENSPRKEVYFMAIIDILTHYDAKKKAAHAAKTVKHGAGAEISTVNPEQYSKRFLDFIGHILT
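Quantitative HTS of the MLSMR library against PI5P4Kalpha with substrate. ATP added last at 5 microM final; room temperature, 60 minutes. Remaining ATP depleted, ADP converted and read as luminescence.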
IL2 activator – qHTS of IL-2 Activators; AID 652025, 2013; IL-2 activation reporter assay, cell-based qHTS; stimulated with anti-CD3/CD4/CD28 beads; in transgenic mouse T cells; 0.065% of 360,000 active; activation, % (series mostly up to about 46 µM); in the data active means activation above about 50%; inconclusive means mostly about 30% to 49%; further: 0% is about no effect
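First, unstimulated transgenic mouse T cells were exposed to compound for 60 min. Next, anti-CD3/anti-CD4-coated beads with anti-CD28 were added. Finally, after 18 h at 37 degrees C, EGFP and DsRed were imaged.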
GLP1R cytotox – qHTS of GLP-1 Receptor Inverse Agonists: Cytotox Screen. HEK293 cAMP-luciferase reporter cells, luminescence, 24 h. Potency, µM (doses to about 38.3 µM), without a hit: top-dose activity change, negative = inhibition, hits mostly inhibitors. 0.13% of 410,000 active;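 further: loss of luciferase light is scored as toxicity; potency means the concentration at half of the fitted maximal effect; on the % scale 0 is the no-effect control and ±100 the full control effect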
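A 23 nL compound transfer followed 12 hours of cell culture at 37 deg C; exposure then lasted 24 hr. Luciferase assay detection reagent was dispensed and plates read for luminescence after a 12 min room-temperature wait.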
EPAC1 agonist – qHTS for Agonist of cAMP-regulated guanine nucleotide exchange factor 3 (EPAC1): primary screen; 0.073% of 360,000 active; Potency, µM (highest dose often 154 µM), inactives show at the highest dose activation, most hits filed as activators; EPAC1 agonist qHTS, biochemical assay; response scale: 100% = response to 6.5 mM cAMP; further: potency means the concentration at half of the fitted maximal effect; nearly all actives have a fitted effect of over 60% in size
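Normalized to 6.5 mM cAMP, activity reflects EPAC1-catalysed release of BODIPY-GDP from Rap1B, followed kinetically over 30 min at 480 nm excitation, 540 nm emission. Reaction contained 100 nM EPAC1, 250 nM Rap1B-BODIPY-GDP, 50 uM GDP.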
GLP-1R agonist – qHTS of GLP-1 Receptor Agonists. Glucagon-like peptide 1 receptor (Homo sapiens), P43220. HEK293 GLP-1R CRE-luciferase, luminescence, 4-6 h; cells express a hypersensitive GLP-1R form. Potency, µM (series often up to 45.6 µM), for the others: top-dose activation, usual class: activators. 0.007% of 380,000 active. AID 624172, 2012; further: potency means the concentration at half of the fitted maximal effect; % of control where 0% means no effect
PLK1 PBD block – qHTS for Inhibitors of PLK1-PDB (polo-like kinase 1 - polo-box domain): Primary Screen | 2.8% of 360,000 active | Plk1 PBD binding of FITC phosphopeptide, fluorescence polarization | Potency, µM, without a hit: max response, negative = inhibition, actives largely listed as inhibitors | AID 720504, 2013; further: potency means the concentration at half of the fitted maximal effect; series mostly up to about 57 µM; on the % scale 0 is the no-effect control and ±100 the full control effect; nearly all actives have a fitted effect of over 65% in size
Target sequence (P53350 whole entry, looked up, the tested form may be a part): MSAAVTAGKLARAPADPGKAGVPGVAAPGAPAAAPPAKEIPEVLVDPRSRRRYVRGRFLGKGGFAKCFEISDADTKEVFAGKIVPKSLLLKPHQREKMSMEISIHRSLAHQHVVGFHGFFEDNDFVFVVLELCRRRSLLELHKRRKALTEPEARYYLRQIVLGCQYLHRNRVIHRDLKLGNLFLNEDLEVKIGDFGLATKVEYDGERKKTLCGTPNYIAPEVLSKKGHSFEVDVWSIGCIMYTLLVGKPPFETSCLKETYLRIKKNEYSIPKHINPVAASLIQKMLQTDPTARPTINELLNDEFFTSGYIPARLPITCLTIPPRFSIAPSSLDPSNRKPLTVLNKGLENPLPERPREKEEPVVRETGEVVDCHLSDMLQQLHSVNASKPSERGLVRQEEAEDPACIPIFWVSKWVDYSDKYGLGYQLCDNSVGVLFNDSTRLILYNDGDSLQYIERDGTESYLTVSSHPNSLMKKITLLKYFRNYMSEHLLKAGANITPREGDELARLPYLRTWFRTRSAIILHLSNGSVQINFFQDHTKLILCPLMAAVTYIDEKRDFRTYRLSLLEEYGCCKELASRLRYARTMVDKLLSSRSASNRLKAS
GLP1R inv ag – qHTS of GLP-1 Receptor Inverse Agonists (Inhibition Mode) | Glucagon-like peptide 1 receptor (Homo sapiens), P43220 | HEK293 GLP-1R CRE-luciferase, luminescence, 24 h; GLP-1R form is constitutively active | Potency, µM (titrated, usually from 38.3 µM), for the others: top-dose activity change, negative = inhibition, most hits filed as inhibitors | 1.6% of 410,000 active; further: potency means the concentration at half of the fitted maximal effect; on the % scale 0 is the no-effect control and ±100 the full control effect; nearly all actives have a fitted effect of over 55% in size
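Inverse agonists were sought by their lowering of basal cAMP reporter luciferase output in HEK293 cells stably carrying constitutively active human GLP-1R, after 24 h compound treatment.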
EPAC1 antag – qHTS for Antagonist of cAMP-regulated guanine nucleotide exchange factor 3 (EPAC1): primary screen; Rap guanine nucleotide exchange factor 3 (Homo sapiens), O95398; EPAC1 GEF assay, Rap1b-BODIPY-GDP exchange fluorescence; Potency, µM (top dose mostly 115 µM), inactives show at the top dose activity change, negative = inhibition, actives largely listed as inhibitors; 0.14% of 360,000 active; AID 720709, 2013;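 further: potency means the concentration at half of the fitted maximal effect; plate controls were vehicle for no effect and positive control for full effect; nearly all actives have a fitted effect of over 50% in size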
Starred values were filed as active, the others as inactive; i = inactive; ? = inconclusive; · = not tested or not shown; [ ] = dose if it differs, or a comment. Unless noted, the call rests on the fitted dose curve; in most records, active means well fitted curve in the direction sought with a large enough effect; inconclusive means small, poorly fitted or top-dose-only effect, or another doubt; inactive means no such curve, though single readings can be large; an effect the other way counts as inactive or inconclusive. Not all compounds are listed. The share of hits here may be higher or lower than overall.

SMILES	PTHR1 ag	PI5P4Ka inh	IL2 activator	GLP1R cytotox	EPAC1 agonist	GLP-1R agonist	PLK1 PBD block	GLP1R inv ag	EPAC1 antag
Cc1cccc(C)c1NC(=O)C(c1ccccc1)n1c(-c2ccccc2)nc2ccccc21 (configuration not stated)	-4%	2	2.4	-4%	7%	·	-10%	?	-21%
CCC(=O)c1cn(CC(=O)Nc2cccc(C)c2C)c2ccccc12	-3%	-1	-0.8	21%	4%	-10%	-9%	-3%	1%
COc1cccc(-c2noc(C3CCCN(C(=O)CC(C)(C)C)C3)n2)c1 (configuration not stated)	-33%[inhibitor]	9	-0.8	11%	-6%	16%	-10%	?	-7%
CC(C)(C)n1nc2c(c1NC(=O)c1cc3ccccc3o1)CS(=O)(=O)C2	i	0	-1.8	0%	-10%	19%	-5%	14%	5%
COC(=O)Cc1cc(=O)n(-c2ccccc2)[nH]1	22%[57.5 µM]	·	-2.7	-10%	3%	-1%	-3%	-10%	0%
O=C(Cc1ccccc1[N+](=O)[O-])Nc1ccc2c(c1)OCCO2	i	5	0.3	-6%	1%	1%	-6%	10%	-9%
COc1ccccc1CN1CCN(Cc2nc(-c3cccs3)no2)CC1	-9%	1	0.6	-3%	3%	-8%	-3%	?	0%
CCC1CCCCN1C(=O)c1sc2ncnc(N(CC)CC)c2c1C (configuration not stated)	i	3	-1.7	1%	-5%	13%	3%	?	-22%
CC1(C)OC(=O)C=C(CC2NS(=O)(=O)OC3CCCCC23)O1 (configuration not stated)	-9%	2	0.6	-38%	-6%	9%	-13%	14%	-2%
COCC1CCCN(Cc2cn(-c3ccccc3F)nc2-c2cc(C)sc2C)C1 (configuration not stated)	-12%	3	-0.5	-21%	3%	5%	5%	?	-6%
Nc1ncnc2c1ncn2[C@@H]1O[C@H](CNC(=O)[C@@H](N)CO)[C@@H](O)[C@H]1O	i	2	0.2	2%	-5%	4%	-7%	4%	-10%
Cc1oc(-c2nc3ccccc3n2C)cc1C(=O)c1ccccc1	-17%[57.5 µM]	?	-2.5	-8%	-8%	-5%	24µM*	?	16%
COCCNC(=O)c1cc(-c2ccccc2)n(CC2CC(c3ccc(OC)cc3)=NO2)n1 (configuration not stated)	i	-6	1.7	11%	-10%	0%	-6%	15%	-17%
COc1cccc(/C=N/n2c(=S)n(C)c3ccccc32)c1OC	i	13	-1.8	-4%	10%	1%	2%	0%	5%
CC(C)CC(=O)Nc1ccc(Oc2ccc3c(c2)C(=O)NC3=O)cc1	-5%	-14	0.2	0%	-7%	12%	3%	-2%	-16%
CC(O)[C@H]1CNC(=O)C(=O)N1CCC12CC3CC(CC(C3)C1)C2 (some centres not stated)	-21%	3	1.0	8%	-12%	6%	3%	15%	-5%
CN1C=CC(=O)[C@@H](OC(=O)Nc2ccc(Br)cc2)[C@H]1c1ccccc1Br	i	12	0.1	-2%	7%	3%	2%	?	-9%
OCC#CCSc1nnc(-c2cccc3ccccc23)o1	-25%	·	-1.2	·	5%	13%	·	·	-18%
Cc1ccc(C(CNS(=O)(=O)c2ccc(C)cc2)N2CCN(C)CC2)cc1 (configuration not stated)	i	1	1.3	3%	3%	6%	-7%	?	13%
Cc1cc(NC(=O)CSCC(=O)N(C)Cc2ccc(Cl)c(Cl)c2)no1	-5%	3	-1.3	-1%	1%	1%	-8%	1%	-5%
S=C(NCCc1ccccc1)N1CCN(C23CC4CC(CC(C4)C2)C3)CC1	-4%	-3	2.0	-1%[0.307 µM]	6%	4%	-11%	-10%[0.307 µM]	-1%
CCc1nc(N2CCN(Cc3ccc4c(c3)OCO4)CC2)c2oc3ccccc3c2n1	-6%	0	-2.2	-18%	10%	6%	-4%	-9%	12%
Cc1cc(C)n(C(N)=NC(=O)c2ccc([N+](=O)[O-])cc2)n1	-7%	4	-1.3	-5%	11%	5%	-11%	11%	1%
CC(C)C(=O)N1CCCC1(C)C(=O)NCc1ccccn1 (configuration not stated)	-20%	-1	-0.1	6%	-17%	-2%	0%	22%	4%
O=C(O)C1CSC2(c3ccc(F)cc3)CCC(=O)N12 (configuration not stated)	4%	-1	1.1	-11%	5%	-7%	-11%	3%	-13%
CC/C(=N\NC(=O)CSCc1ccccc1Cl)c1ccc2c(c1)OCCO2	-10%	3	-0.2	-13%	6%	11%	-11%	3%	0%
CN1OC[C@@H]2CN[C@H](c3cccc(-c4ccccc4)c3)C[C@@H]21	-3%	-22	0.2	-9%	-3%	16%	-16%	12%	2%
CCN(CC)c1ccc(C(=O)NNC(=O)Cn2c(=O)cnc3ccccc32)cc1	i	2	1.7	2%	3%	6%	-1%	-7%	-11%
Cc1nn(-c2ccccc2)c(N)c1C1(O)C(=O)Nc2ccccc21 (configuration not stated)	i	0	-1.3	2%	6%	9%	6%	3%	0%
CSc1nc2c([nH]c3ccccc32)c(=O)n1-c1ccc(F)cc1	i	·	·	0%	·	-2%	·	20%	·

Laid out differently: results already given.
Structure | PTHR1 ag | PI5P4Ka inh | IL2 activator | GLP1R cytotox | EPAC1 agonist | GLP-1R agonist | PLK1 PBD block | GLP1R inv ag | EPAC1 antag
Cc1ccc(C(CNS(=O)(=O)c2ccc(C)cc2)N2CCN(C)CC2)cc1 (configuration not stated) | i | 1 | 1.3 | 3% | 3% | 6% | -7% | ? | 13%
CC(C)C(=O)N1CCCC1(C)C(=O)NCc1ccccn1 (configuration not stated) | -20% | -1 | -0.1 | 6% | -17% | -2% | 0% | 22% | 4%
CCC1CCCCN1C(=O)c1sc2ncnc(N(CC)CC)c2c1C (configuration not stated) | i | 3 | -1.7 | 1% | -5% | 13% | 3% | ? | -22%

The list goes on:
SMILES	PTHR1 ag	PI5P4Ka inh	IL2 activator	GLP1R cytotox	EPAC1 agonist	GLP-1R agonist	PLK1 PBD block	GLP1R inv ag	EPAC1 antag
CCN(C1CCCCC1)S(=O)(=O)CCNC(=O)c1ccccc1	i	-2	0.1	-17%	-1%	-3%	-4%	-25%	2%
CCc1cccc(NC(=O)COC(=O)c2c(C)nn(-c3ccccc3)c2C)c1	-80%[inhibitor]	3	0.9	-6%	11%	10%	-1%	?	-8%
COc1cc(-c2nnc(COC(=O)c3cc(C)no3)o2)cc(OC)c1OC	1%	-3	1.7	15%	-13%	4%	4%	17%	-14%
Nc1c(C(=O)O)cnc2c(-c3ccc(Cl)cc3)cnn12	-48%[inhibitor]	-84*	0.1	10%	4%	-1%	?	-3%	-11%
CCCCn1nnnc1C(CCc1ccccc1)N1CCN(C/C=C/c2ccccc2)CC1 (configuration not stated)	9%	6	-0.9	-19%	-15%	-3%	-20%	?	-24%
CC(=O)N1CCN(C(=O)CNC(=O)c2cccs2)CC1	-21%	4	-0.5	26%	8%	1%	2%	3%	1%
Cc1ccnc(N2CCN(C(=O)CSc3nc4ccccc4nc3N3CCCCC3)CC2)c1	-1%	0	-1.8	-19%	11%	-2%	-29%	?	-2%
Cn1nnnc1SCC(=O)NC(=O)NCc1ccccc1	-3%[57.5 µM]	-3	-1.5	-12%	-6%	-10%	-1%	10%	6%
O=C(CNC(=O)C(c1ccccc1)c1ccccc1)N/N=C\c1cccc(O)c1	-3%	0	1.4	-6%	-7%	5%	-5%	?	-20%
Fc1ccc(-c2nnc(CN3CCC(c4nc5ccccc5s4)CC3)o2)cc1	-19%	0	-2.2	-10%	0%	-11%	-1%	?	18%
CC(C)C(=O)Nc1cccc(-c2csc(-c3ccccc3)n2)c1	-11%	2	-3.3	-15%	13%	12%	-2%	?	-10%
CC1(C)OCC(C2CC(c3ccccc3)NS(=O)(=O)O2)O1 (configuration not stated)	i	4	0.5	-23%	10%	0%	-9%	4%	10%
Cc1cccc(N=c2c([N+](=O)[O-])nn(-c3ccc(Cl)cc3)n2O)c1	-3%	0	-0.7	-10%	1%	0%	3%	12%	-4%
CC1CCCC(C)N1CC(O)COc1c(F)cc(Br)cc1F (configuration not stated)	-16%	11	-0.2	?	-9%	1%	21µM*	?	-1%
COc1ccc(C)cc1NC(=O)CCCN1C(=O)NC(C)(C)C1=O	-35%[inhibitor]	3	-0.4	3%	15%	6%	-2%	12%	-17%
Cc1ccc(-c2nc3c(C)cc(Br)cn3c2Cc2cccc(F)c2)cc1	i	-1	0.6	5%	-6%	0%	2%	1%	5%
CCCCCCN1C[C@H](O)[C@@H](n2cc(-c3ccc(F)cc3)nn2)C[C@@H]1c1ccc(C)cc1	-6%	-5	-3.5	-5%	-23%	12%	0%	?	-7%
O=C(Cn1cnc2c(NCc3ccccc3)ncnc21)NCc1ccccc1	-24%	3	-0.2	-31%	-4%	2%	-11%	?	-8%
CCCCOc1ccc(N(CC(=O)NCc2ccco2)C(=O)CCC(=O)Nc2nccs2)cc1	-11%	5	-1.0	-2%	-14%	4%	-3%	-6%	1%
C=CCn1c(C)cc(C(=O)COc2ccc(C)nc2[N+](=O)[O-])c1C	-25%	-1	-4.5	-8%	2%	7%	-5%	?	-9%
Cn1c(SCC(=O)NCC2CCCO2)nnc1-c1c[nH]c2ccccc12 (configuration not stated)	i	2	3.0	1%	1%	-1%	-6%	9%	-12%
CC(=O)Nc1ccc(S(=O)(=O)NCCc2ccccc2)cc1	-33%[inhibitor][57.5 µM]	·	-1.0	-1%	2%	-14%	0%	3%	-7%
COc1ccc(N2C(=O)CC(NC3CCCCNC3=O)C2=O)cc1 (configuration not stated)	-8%	5	-2.2	-14%	-2%	6%	-7%	5%	4%
CCc1ccccc1NC(=O)C1c2ccccc2Oc2ccccc21	i	-2	0.7	6%	4%	1%	-8%	-15%	-1%
